# Compound activity (PubChem)
# HIF-2a block: HIF-2a reporter inhibitors, primary screen, luminescence, 786-0 RCC cells | 360,000 compounds, 0.72% hits | inhibition, % at 18.8 µM | 786-0 RCC cells HIF-2a reporter, luciferase luminescence, overnight;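 active = inhibition of the luminescence signal of 40% or more relative to plate controls, in a single-dose primary screen at 18.75 µM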
# Shn3 inh set2: reduction of Shn3 3'UTR firefly luciferase signal, primary screen, Schnurri-3 inhibitor project, cell-based, Clone20 osteoblasts, set 2; Clone20 osteoblast Shn3 3'UTR firefly luciferase, 24 h; inhibition, % at 12.5 µM; 360,000 compounds, 0.52% hits; AID 588674, 2011;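 active = mean inhibition of at least 75% with every replicate also reaching 75%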;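 note: 0% = median of neutral control wells and 100% = pilot-screen positive control compound; some compounds past the cut are filed as inactive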
# NR2E3 ag-1: NR2E3 agonists in two-hybrid cells, primary screen, cell-based, luminescence, CHO-S, Gal4-NCOR/VP16-NR2E3; Photoreceptor-specific nuclear receptor (Homo sapiens), Q9Y5X4; luciferase; inhibition of corepressor binding, % at 3.98 µM; 360,000 compounds, 0.35% hits; AID 602229, 2012;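 active = inhibition above the mean of all tested compounds plus 3 SD, cut at about 70% in these data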;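 note: 0% = DMSO with NR2E3 transfected cells and 100% = cells lacking NR2E3 construct; higher means lower luciferase signal from less NR2E3 corepressor binding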
# Target sequence (Q9Y5X4 whole entry, looked up, the tested form may be a part): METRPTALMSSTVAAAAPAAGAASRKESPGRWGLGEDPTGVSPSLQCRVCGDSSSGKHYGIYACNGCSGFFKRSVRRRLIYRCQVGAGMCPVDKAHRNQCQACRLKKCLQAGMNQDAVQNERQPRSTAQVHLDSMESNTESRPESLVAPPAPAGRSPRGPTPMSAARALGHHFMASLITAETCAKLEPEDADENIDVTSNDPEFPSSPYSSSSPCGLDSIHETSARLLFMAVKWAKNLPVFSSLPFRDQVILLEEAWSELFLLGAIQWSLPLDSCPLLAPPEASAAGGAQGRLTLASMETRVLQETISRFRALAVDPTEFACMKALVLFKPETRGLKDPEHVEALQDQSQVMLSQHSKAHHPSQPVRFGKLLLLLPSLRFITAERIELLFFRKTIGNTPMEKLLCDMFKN
# TWEAK-Fn14 inh: inhibitors of TWEAK-Fn14 signaling, primary screen, luciferase reporter cells, uHTS | TWEAK-stimulated Fn14 reporter cells, luciferase luminescence, 8 h | inhibition, % at 10 µM | 360,000 compounds, 2% hits; in the data active = inhibition above about 50%
# NR2E3 ag-2: inhibitors of NR2E3-RetCOR corepressor binding, primary screen, NR2E3 agonist project, biochemical, TR-FRET, GST-NR2E3, biotin-RetCOR. inhibition of corepressor binding, % at 4.78 µM. Photoreceptor-specific nuclear receptor (Homo sapiens), Q9Y5X4. AID 2300, 2010. 1536-well. 320,000 compounds, 0.12% hits;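 active = percent inhibition above the cutoff of mean plus 3 SD of all tested compounds, set per screening campaign, cut at about 20% in these data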;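 note: 0% = DMSO wells and 100% = biotin wells as full block of FRET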
#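 Material: NR2E3–RetCOR corepressor complex / Amount: 1.35 nM GST-NR2E3 / Medium: Tris pH 7.5 / Compound: single nominal compound dose of 4.8 µM / Incubation: 5 h at 4 °C / Technique: TR-FRET, Eu(K)-anti-GST donor, streptavidin-D2 acceptor, ex 340, em 617/671 nm / Read-out basis: percent loss of FRET ratio relative to control wells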
# Peg3 prom inh: Peg3 promoter-driven luciferase inhibitors, primary screen, cell-based, HeLa, luciferase luminescence | inhibition, % at 20 µM | HeLa PEG-Prom luciferase reporter, overnight | 360,000 compounds, 1.7% hits | AID 588405, 2011;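 active = inhibition of at least 50% at 20 µM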
# aDG glyco act: activators of alpha-DG glycosylation, primary screen, uHTS, Pro5-aDG cells, AlphaScreen; activation, % at 10 µM; AID 624168, 2012; alpha-DG glycosylation AlphaScreen (IIH6); 0% Pro5, 100% B10-LARGE cell signal; 360,000 compounds, 0.22% hits;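 active = activation of at least 8% versus controls, or a plate z-score of at least 8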;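 note: Pro5 are CHO cells carrying HIG-tagged alpha-DG that lacks glycosylation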
# KKLEB cytotox: cytotoxicity in KKLEB CF airway cells, primary screen, cytotoxicity control for CF NF-kB inhibitor project, cell-based, uHTS, fluorescence assay plates. KKLEB CF airway cells viability, ATPlite luminescence, overnight; active compounds read low; cells stimulated with P. aeruginosa culture filtrate. activity change (cytotoxicity), % at 5 µM. AID 602141, 2011. 360,000 compounds, 0.36% hits;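 active = corrected activity change at or below -50% at 5 µM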
# MITF TRPM1 inh: inhibitors of MITF-dependent TRPM1 promoter reporter, primary screen, cell-based, SK-MEL-5, single point, luciferase | SK-MEL-5 TRPM1 promoter luciferase, 24 h | inhibition, % at 12.5 µM | 330,000 compounds, 0.83% hits | AID 488899, 2010;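 active = mean inhibition across replicates of 60% or more, whatever share of single replicates reaches that level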; note: values of inactives mirror those of a sister screen read the other way
# CF NFkB block: inhibitors of PAF-induced NF-kB signaling, primary screen, cell-based, GFP fluorescence, uHTS. 360,000 compounds, 0.86% hits. inhibition, % at 5 µM. KKLEB NF-kB-GFP reporter, GFP fluorescence overnight;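 active = at least 50% inhibition at 5 µM, scaled per plate between neutral and stimulator controls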;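 note: PAF is a Pseudomonas aeruginosa culture filtrate used as stimulus; plate controls were PAF-stimulated DMSO wells for no effect and unstimulated DMSO wells for full effect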
# iPSC survival up: enhancers of single-cell hiPSC survival, primary screen, ATPlite luminescence | 100% = ROCK inhibitor wells, 0% = DMSO | survival enhancement, % at 20 µM | 360,000 compounds, 0.044% hits | AID 602274, 2012; in the data active = survival enhancement above about 18%;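 note: cells exposed to compounds for 16 hours before the ATP read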
# * hit, by the source's call; . = not tested or not shown.
SMILES,HIF-2a block,Shn3 inh set2,NR2E3 ag-1,TWEAK-Fn14 inh,NR2E3 ag-2,Peg3 prom inh,aDG glyco act,KKLEB cytotox,MITF TRPM1 inh,CF NFkB block,iPSC survival up
C=CCNC(=O)C1CC(=O)N(c2ccc(OCC(=O)Nc3ccc(OC)cc3)cc2)C1 (stereo not drawn),12,-1,-7,-8,0,11,-0.2,-10,-2,-1,7.6
CCCCCOc1ccccc1C(=O)NCCC(=O)O,15,-5,8,-15,3,-3,-0.2,-8,5,8,2.3
CCOC(=O)c1ccc(NC(=O)CSc2nncn2-c2cccnc2)cc1,-1,-51,-5,20,0,4,-0.1,-3,7,1,0.2
COc1ccc(/C=C2\SC(=NCc3ccccc3)N(Cc3ccccc3)C2=O)cc1OC,7,7,-13,-1,4,27,-0.7,-9,7,17,-2.7
CN(C)C(=N)c1n[nH]nc1SCc1ccccc1,21,10,-11,7,0,32,-0.3,0,0,8,0.2
O=C(c1ccc(Cl)cc1)C1CCN(C(=O)N2CCOCC2)CC1,3,-6,17,15,3,15,0.1,-14,10,8,-1.6
COc1cc(OC)c(C(=O)CCCN2CCCC2)c(OC)c1,6,0,-17,-4,3,-14,-0.2,-6,2,17,1.9
Nc1ccc2c(c1)C(=O)c1ccccc1C2=O,-228,-133,-70,-29,1,-363,-0.1,16,-108,-62,-0.6
Cc1ccc(S(=O)(=O)CCC(=O)OCC(=O)NC(C)c2ccc(F)cc2)cc1 (stereo not drawn),14,-2,3,2,2,-1,0.1,12,-5,10,-0.5
O=C(NC1CCCCC1)c1ccc([N+](=O)[O-])o1,13,-16,10,16,4,47,0.6,-14,44,32,-0.7
COc1ccc(C(=O)/C=C/c2cccs2)c(OC(=O)c2cccc([N+](=O)[O-])c2)c1,-172,-21,-10,-5,-2,-216,-0.4,-15,-8,46,-3.7
CC(NC(=O)C1CSC2(C)CCC(=O)N12)c1ccccc1Cl (stereo not drawn),0,-2,-20,-8,3,2,-0.1,8,-3,-3,-0.5
O=C(c1cc2ccccc2oc1=O)N(Cc1cccs1)Cc1cccs1,19,0,-6,-2,2,3,-0.2,-6,-15,4,2.4
COc1cccc(CNC(=O)N[C@@H](C)C(=O)O)c1,12,4,-10,-4,2,5,0.1,10,1,-6,0.2
C=CCn1c2ccccc2c2nnc(SCc3ccc4nonc4c3)nc21,24,45,-2,-30,4,21,0.4,-27,-3,5,0.2
Cc1ccccc1NS(=O)(=O)c1cc2c3c(c1)C(C)C(=O)N3CCC2 (stereo not drawn),3,-2,1,-1,-2,7,0.0,-1,4,-8,0.0
CC12CCC(C(=O)N(CSC(=S)N/N=C\c3ccccc3Cl)C1=O)C2(C)C (stereo not drawn),1,-6,-33,-19,-1,24,-0.2,3,-15,4,0.2
CCOC(=O)Nc1ccc2ncn(C)c(=O)c2c1,-15,10,12,-6,-1,2,-0.1,-6,5,19,-0.8
Cc1cc(C)cc(NS(=O)(=O)c2ccc(NC(=S)Nc3ccccc3)cc2)c1,14,5,-2,3,2,8,-0.3,2,6,-4,-1.5
CC(=O)OC[C@@H]1CN(Cc2ccccc2)C[C@H](n2cnc3c(N4CCOCC4)ncnc32)O1,12,0,-11,-7,.,0,-0.1,14,.,-24,-0.4
CC1CCN(C2CC(=O)N(c3ccccc3)C2=O)CC1 (stereo not drawn),7,-25,-6,3,1,10,-0.2,9,-2,-3,-1.2
O=C(Oc1ccc(C(=S)N2CCOCC2)cc1Cl)c1ccccc1F,20,-16,-45,-6,0,7,0.0,5,1,-19,1.1
O=[N+]([O-])c1cc(Cl)cc(/C=N/n2cnnc2)c1O,10,-45,5,22,2,-4,-0.1,0,-5,5,0.8
O=C1CCC(C(=O)N2CCCC(Nc3ccc(F)cc3)C2)=NN1 (stereo not drawn),3,-15,-9,-3,3,0,-0.1,10,-1,-9,-0.1
CN(CC(=O)Nc1ccccc1Br)C(=O)c1cccn1C,-11,-4,6,2,-1,4,0.0,10,-5,-4,2.6
COCCNC(=O)CC(NS(=O)(=O)c1ccc(C)cc1)c1ccco1 (stereo not drawn),18,-12,-8,13,1,9,-0.3,0,2,3,-2.0
CCN1C(=O)N[C@@H](CCc2ccccc2)C(C(=O)OC)=C1C,19,17,-21,3,5,15,0.4,12,-1,4,-0.8
CCC(C)(C)NC(=O)C(c1cccnc1)N(CCOC)C(=O)Cn1nnc2ccccc21 (stereo not drawn),4,1,-9,3,.,15,-0.1,5,-3,-11,2.0
C=C(C)Cn1c(=O)c2c(nc3n2CCCN3CCc2ccccc2)n(C)c1=O,19,20,-13,8,-2,12,-0.1,16,0,3,-0.1
O=C(NC1CC1)c1cc2cc3ccccc3nc2s1,-232,-55,-72,-29,-2,-316,0.0,5,-68,-7,0.7
O=C(NC(c1ccc(Cl)cc1)c1ccsc1)C1CCN(Cc2cccc(Cl)c2)CC1 (stereo not drawn),-6,-1,-10,3,.,16,0.7,-8,.,7,-1.5
O=C(CNC(=O)Cc1ccccc1)N=Nc1c(O)n(Cc2ccc3c(c2)OCO3)c2ccccc12,21,23,0,0,.,27,0.0,13,14,-1,1.2
O=C1CCN(Cc2ccccc2)S(=O)(=O)c2ccccc21,11,18,-47,8,2,-88,-0.1,-13,-10,10,-3.1
CC12CCC(=O)N1C(C(=O)Nc1nc3ccc(S(C)(=O)=O)cc3s1)CS2 (stereo not drawn),11,4,4,3,0,-1,-0.1,23,4,14,-0.3
O=S(=O)(c1ccc2c(c1)OCCO2)N1CCC(n2cnc3cc(F)ccc32)CC1,13,29,24,15,-1,5,0.5,10,3,-2,2.4
COc1ccc(C2=CC(c3ccc(Cl)cc3)n3cnnc3N2)cc1OC (stereo not drawn),15,-17,17,23,2,8,0.0,-1,-14,-4,2.0
CC(=O)Nc1ccc(NC(=O)CSc2nnc(C)c(=O)[nH]2)cc1,9,-12,-1,-4,-1,2,0.0,10,-7,6,0.6
Cc1cc(=O)oc2ccc(OC(=O)c3cccc(S(=O)(=O)N4CCOCC4)c3)cc12,0,5,0,101*,2,-10,0.0,0,-4,-2,5.1
O=S(=O)(NC1CCCc2ccccc21)c1cnc[nH]1 (stereo not drawn),11,11,-23,14,4,13,0.1,-4,-2,-9,-2.9
Cc1cc(C(=O)CN2C(=O)C(=O)N(Cc3ccccc3)C2=O)c(C)n1Cc1ccccc1,-12,0,-9,18,.,14,-0.1,-9,-4,-5,-0.1
COc1ccc(OC)c(NS(=O)(=O)c2ccc(NC(=O)C3COc4ccccc4O3)cc2)c1 (stereo not drawn),-6,71,-12,30,5,12,0.4,2,11,-19,-1.4
O=C(CCCSc1nc2ccccc2[nH]1)NC(c1ccccc1)c1ccccc1,16,19,-7,32,5,24,0.2,-5,-1,8,-1.2
COc1ccc(CN2CCN(C(C)C(=O)N3CCc4ccccc43)CC2)cc1OC (stereo not drawn),10,13,-18,-4,2,-17,-0.1,1,-1,16,-0.7
c1ccc2c(c1)nc1n2CCS1,2,14,2,-10,4,7,-0.1,6,4,-9,0.1
CCCc1cc(=O)[nH]c(SCC(=O)Nc2cc(S(=O)(=O)N3CCOCC3)ccc2Cl)n1,16,0,-14,10,.,12,0.0,-2,-1,-12,1.4
CC(C)C1(C(C)C)OC(=O)c2ccccc21,23,-4,-2,-3,1,13,-0.2,2,8,-18,3.2
c1csc(-c2cnc3n2CCCC3)c1,-9,-15,-1,-9,0,-16,0.7,-8,5,7,-2.8
CC1CC(N(C(=O)c2ccccc2Cl)c2ccccc2)c2ccccc2N1 (stereo not drawn),-22,16,-34,40,2,17,-0.1,-4,7,10,-2.7
O=C(O)C1=C(C(=O)Nc2ccc(F)c(Cl)c2)CCCC1,-9,1,19,0,0,-11,0.0,-4,-2,1,-1.3
Cc1cccc(NS(=O)(=O)Cc2ccccc2)c1C,-33,-7,-52,-6,3,-22,0.0,9,-14,6,0.0
CC(C)c1ccc(CCNC(=O)CCNS(=O)(=O)c2ccc(Br)cc2)cc1,0,15,5,10,1,13,0.1,-2,.,7,0.5
CC[C@@H]1CCCCc2ccccc2[C@@H](C(=O)C[C@@H](O)CC(C)=O)OC1=O,11,-4,-18,-4,.,3,0.0,18,-1,0,3.8
N#Cc1cc2c(nc1Cl)CCC2,20,2,-9,-12,4,2,0.0,17,-4,-15,0.5
O=C(CSc1ccc(-c2ccccc2)nn1)Nc1ccc2c(c1)OCCO2,-182,-42,-102,-5,4,-266,0.2,3,-42,13,-0.5
CCCNc1nc(C)c(C(C)=O)cc1C#N,4,13,-12,-7,-5,9,-0.2,16,12,-22,1.5
CC1(C)CC(=O)C2=C(C1)N=C1SCCC(=O)N1C2c1cccc([N+](=O)[O-])c1 (stereo not drawn),12,9,-16,-6,4,14,0.1,4,-3,-8,4.4
Cc1ccc(OC(=O)CCc2c(C)nc3ncnn3c2C)cc1,9,-18,-5,1,-3,7,-0.1,-10,8,-7,0.0
Cc1ccc(NS(=O)(=O)c2ccc(CCC(=O)NCc3cccnc3)cc2)cc1,1,-4,-7,2,4,2,-0.1,3,-1,-2,5.9
CCc1ccc(CN(C(=O)c2ccco2)C2CCS(=O)(=O)C2)cc1 (stereo not drawn),7,27,4,0,0,-5,0.0,3,-7,-3,0.0
Cc1ccc(-c2onc3ccc(C4OCCO4)cc23)cc1,-163,-15,-164,1,2,-150,-0.4,-10,-73,-3,-3.5
Clc1ccc(CSc2ncnc3nc[nH]c23)cc1,-35,12,-15,6,-2,-16,0.7,0,-52,25,1.1

# Full records from above:
# Record of O=C(O)C1=C(C(=O)Nc2ccc(F)c(Cl)c2)CCCC1 = HIF-2a block: -9; Shn3 inh set2: 1; NR2E3 ag-1: 19; TWEAK-Fn14 inh: 0; NR2E3 ag-2: 0; Peg3 prom inh: -11; aDG glyco act: 0.0; KKLEB cytotox: -4; MITF TRPM1 inh: -2; CF NFkB block: 1; iPSC survival up: -1.3
# Record of N#Cc1cc2c(nc1Cl)CCC2 = HIF-2a block: 20; Shn3 inh set2: 2; NR2E3 ag-1: -9; TWEAK-Fn14 inh: -12; NR2E3 ag-2: 4; Peg3 prom inh: 2; aDG glyco act: 0.0; KKLEB cytotox: 17; MITF TRPM1 inh: -4; CF NFkB block: -15; iPSC survival up: 0.5
